# CendR NRP1 mod – modulators of CendR peptide binding to NRP-1, primary screen, biochemical, fluorescence polarization, uHTS | Neuropilin-1 (Homo sapiens), O14786 | hit rate 0.85% among 360,000 | AID 602438, 2012 | FAM-RPARPAR peptide binding to NRP-1 | inhibition, % at 25 µM;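 active = inhibition or corrected inhibition above about 18%, plus a signal ratio from 0.5 to 1.5, limit read from the data, passing the limit was not always enough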; also: strong numbers were not always called active
# SUMO1 PPI mod – modulators of SUMO1 protein-protein interactions, primary screen, biochemical, uHTS. hit rate 0.33% among 360,000. AID 602429, 2012. SUMO1 binding to a labelled peptide, TR-FRET, 1 h. inhibition, % at 20 µM. Small ubiquitin-related modifier 1 (Homo sapiens), P63165; in the data active = inhibition above about 37%
# bovine MsrA act – bovine MsrA enzyme activators, primary screen, biochemical, absorbance, HTS | purified bovine MsrA, absorbance read-out | activation, % at 10.6 µM | Methionine sulfoxide reductase A (Bos taurus) | hit rate 0.3% among 360,000; in the data active = activation above about 7.5%;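 also: 0% = vehicle and 100% = reference activator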
# STEP block – STEP phosphatase inhibitors, primary screen, biochemical, fluorescence intensity, uHTS | Tyrosine-protein phosphatase non-receptor type 5 (Homo sapiens), P54829 | recombinant STEP, OMFP fluorogenic substrate | inhibition, % at 20 µM | hit rate 0.25% among 360,000 | AID 588621, 2011;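 active = inhibition at 20 µM, scaled per plate between control wells, above about 37%, limit read from the data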;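 also: 0% = DMSO with enzyme and substrate and 100% = substrate only without enzyme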
#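 medium = Bis-Tris buffer pH 6.0, 2.5 mM DTT, 0.005% Tween 20 | test system = STEP (striatal-enriched tyrosine phosphatase) enzyme, cell-free | measure = normalized % inhibition | compound dosing = 20 µM, 1% DMSO | also added = 25 µM OMFP | schedule = reaction 20 min, ambient temperature | measured by = fluorescence read at 480 nm ex / 540 nm em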
# MsrA inhibitor – bovine MsrA enzyme inhibitors, primary screen, biochemical, absorbance, HTS. Methionine sulfoxide reductase A (Bos taurus). purified bovine MsrA, absorbance read-out. inhibition, % at 15.5 µM. hit rate 0.75% among 360,000. AID 651718, 2012; in the data active = inhibition above about 4.5%;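 also: 0% = vehicle wells with enzyme and 100% = reference inhibitor wells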
# Scp1 inh – Scp-1 phosphatase inhibitors, primary screen, biochemical, colorimetric, uHTS | Carboxy-terminal domain RNA polymerase II polypeptide A small phosphatase 1 (Homo … | Recombinant Scp1, phosphopeptide, malachite green phosphate absorbance | inhibition, % at 20 µM | hit rate 0.88% among 340,000 | AID 493091, 2011;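 active = inhibition above about 50% at 20 µM, limit read from the data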;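 also: plate controls were DMSO wells with enzyme for no effect and wells lacking enzyme for full effect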
#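 Assay system: SCP-1 catalytic fragment, aa 76-261 | Buffer or medium: Tris acetate buffer pH 5.5 with MgCl2 and Tween-20 | Compound: One concentration, 20 µM, with 1.0% DMSO | Also added: Phospho 17-mer peptide substrate | Signal: Absorbance at 630 nm | Incubation: 45 min enzyme reaction at room temperature | Measure: % inhibition of SCP-1 phosphate liberation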
# LMPTP inh – LMPTP phosphatase inhibitors, primary screen, biochemical, fluorescence intensity, uHTS; recombinant LMPTP-A, OMFP fluorogenic substrate; hit rate 0.22% among 360,000; inhibition, % at 20 µM; Low molecular weight phosphotyrosine protein phosphatase (Homo sapiens), P24666; AID 651560, 2012;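 active = compounds that cut the enzyme signal by at least half of the control window in the single-dose screen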;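 also: plate controls were DMSO wells with enzyme plus substrate for no effect and substrate without enzyme for full effect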
#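 Assay system: LMPTP-A, protein tyrosine phosphatase of low molecular weight / Medium: pH 6.0 Bis-Tris buffer with DTT and Triton X-100 / Schedule: 50 min enzyme reaction at room temperature, protected from light / Measured by: endpoint fluorescence intensity from OMFP dephosphorylation / Read-out basis: % inhibition relative to no-enzyme and uninhibited control wells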
# DNMT1 inh – human DNMT1 methyltransferase inhibitors, primary screen, biochemical, molecular beacon, fluorescence, HinP1I cleavage, uHTS; AID 588458, 2011; hit rate 0.83% among 360,000; DNA (cytosine-5)-methyltransferase 1 (Homo sapiens), P26358; inhibition (reported as % activation of signal), % at 10 µM; in the data active = inhibition above about 50%
# Target sequence (P26358 504-1616 limits assumed): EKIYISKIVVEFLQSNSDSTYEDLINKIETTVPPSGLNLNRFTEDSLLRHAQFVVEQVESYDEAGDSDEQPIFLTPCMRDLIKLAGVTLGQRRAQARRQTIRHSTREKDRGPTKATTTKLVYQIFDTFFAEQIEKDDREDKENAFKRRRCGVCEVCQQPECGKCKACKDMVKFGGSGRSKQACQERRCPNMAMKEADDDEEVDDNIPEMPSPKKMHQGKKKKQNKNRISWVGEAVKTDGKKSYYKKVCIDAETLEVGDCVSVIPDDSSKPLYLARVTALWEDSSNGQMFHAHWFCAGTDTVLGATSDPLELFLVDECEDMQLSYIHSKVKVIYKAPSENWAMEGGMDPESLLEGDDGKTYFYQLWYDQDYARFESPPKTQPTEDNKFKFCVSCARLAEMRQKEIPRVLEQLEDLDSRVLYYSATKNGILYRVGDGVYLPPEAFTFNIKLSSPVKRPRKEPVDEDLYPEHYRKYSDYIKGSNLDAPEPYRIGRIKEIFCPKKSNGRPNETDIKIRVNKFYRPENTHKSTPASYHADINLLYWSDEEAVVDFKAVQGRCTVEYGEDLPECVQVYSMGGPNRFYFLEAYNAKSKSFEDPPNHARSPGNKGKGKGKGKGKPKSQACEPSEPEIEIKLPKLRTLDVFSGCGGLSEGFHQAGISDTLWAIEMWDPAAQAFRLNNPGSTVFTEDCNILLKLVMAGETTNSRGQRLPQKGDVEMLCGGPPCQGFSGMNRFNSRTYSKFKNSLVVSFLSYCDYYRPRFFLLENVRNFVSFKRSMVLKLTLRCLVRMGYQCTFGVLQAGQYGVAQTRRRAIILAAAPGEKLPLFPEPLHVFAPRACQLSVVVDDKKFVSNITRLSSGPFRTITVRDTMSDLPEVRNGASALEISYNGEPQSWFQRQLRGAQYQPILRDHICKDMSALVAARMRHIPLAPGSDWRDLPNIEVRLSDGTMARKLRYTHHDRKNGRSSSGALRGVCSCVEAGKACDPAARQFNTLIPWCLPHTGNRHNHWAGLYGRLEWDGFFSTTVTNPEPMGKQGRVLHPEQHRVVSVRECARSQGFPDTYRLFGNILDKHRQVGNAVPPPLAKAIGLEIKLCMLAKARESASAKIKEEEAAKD
# Tb MetRS inh – T. brucei MetRS inhibitors, primary screen, biochemical, luminescence; inhibition, % at 11.9 µM; methionyl-tRNA synthetase (Trypanosoma brucei brucei); hit rate 0.4% among 360,000; purified T. brucei MetRS, ATP depletion, Kinase-Glo luminescence;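 active = inhibition above a per-plate cutoff of the control wells' mean inhibition plus 3 SD, cut at about 5.5% in these data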;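 also: 0% = DMSO wells median and 100% = median of wells with control inhibitor compound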
#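 Dosing: 11.9 µM single point; system: parasite MetRS enzyme; technique: luminescence of leftover ATP; times: 15 min enzyme-compound preincubation, 2 h reaction, 10 min detection, 25 °C; replicates: each compound tested once; read-out basis: percent inhibition relative to median high and low control wells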
# E coli Lon inh – inhibitors of E. coli Lon protease, primary screen, biochemical, fluorescence polarization. P0A9M0. purified E. coli Lon protease. AID 602123, 2011. hit rate 0.42% among 360,000. inhibition, % at 7.94 µM; in the data active = inhibition above about 13%, passing the limit was not always enough;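 also: 0% = enzyme with probe and DMSO and 100% = no enzyme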
# The depositor's hits bear a star; . = not tested or not shown.
# Results follow in this order: CendR NRP1 mod	SUMO1 PPI mod	bovine MsrA act	STEP block	MsrA inhibitor	Scp1 inh	LMPTP inh	DNMT1 inh	Tb MetRS inh	E coli Lon inh
CCOc1ccccc1NC(=O)C1CC(=O)n2ncnc2N1 (stereo unspecified)
  3	-2	-2	5	1.5	-6	-2.2	0	-0.1	2
O=[N+]([O-])c1ccc(Oc2ccc(-c3cnc4ccccc4n3)cc2[N+](=O)[O-])cc1
  6	-8	-3	1	0.9	-12	1.4	-5	0.6	1
O=[N+]([O-])c1ccc(O)c(C2=NNC(c3ccccc3F)C2)c1 (stereo unspecified)
  -14	-25	-6	2	0.8	-13	3.7	-5	-0.7	10
CCOc1cc(N2CCOCC2)c(OCC)cc1NC(=O)COC(=O)c1cc(C)oc1C
  6	1	-11	0	0.6	12	0.4	1	-1.5	5
O=S(=O)(NCc1ccccc1)NCc1cccc(C(F)(F)F)c1
  0	1	-3	-2	-0.6	-7	0.9	-1	-0.6	-7
COc1ccccc1NC(=O)CSc1nnc(Cn2nnc(-c3ccccc3)n2)n1-c1ccccc1
  2	-1	-7	0	1.9	5	1.1	-3	-1.2	4
Cc1nnc(SCC(=O)Nc2cc(C(F)(F)F)ccc2Cl)n1C
  18	1	-2	-3	-1.5	1	-1.2	-2	-0.2	24
Cc1ccccc1CN1CCC(Oc2ccc(C(=O)N3CCCC3)cc2)CC1
  3	-2	0	0	-0.4	-8	0.0	1	-0.4	-12
NC(=O)COC(=O)c1ccccc1OCc1ccccc1Cl
  4	2	-2	1	-0.6	3	-0.3	-2	-0.6	2
CCOC(=O)C1CCCN(CCC(=O)Nc2ccc(C)c(C)c2)C1 (stereo unspecified)
  0	4	-2	2	1.3	-9	0.8	-2	0.1	-5
Clc1ccc(Cl)c(OCCCCNCc2ccccc2)c1
  -4	-1	-13	3	-1.5	0	-1.6	9	-1.6	13
Cc1ccccc1NC(=S)N(CCCN1CCOCC1)Cc1cccnc1
  0	-1	-6	-1	-0.1	6	-5.6	2	1.2	3
CC(=O)c1cccc(NC(=S)NC(=O)c2cccc(Cl)c2)c1
  -1	3	-3	4	0.0	-3	1.1	2	0.2	0
NC(=O)c1ccc(NC(=O)CC23CC4CC(CC(Br)(C4)C2)C3)cc1
  0	3	-2	-3	0.5	1	-0.2	-3	0.8	-10
CC1CCN(S(=O)(=O)N2CCN(C(=O)c3ccc4c(c3)OCO4)CC2)CC1
  0	0	-3	-2	0.2	-10	-0.8	0	-0.4	3
O=C(Nc1cccnc1)c1noc2c1CCCCC2
  -6	-1	-3	-1	.	2	-0.8	-2	-0.5	1
COc1ccc(CCN2C(=O)C3CC=C(C)CC3C2=O)cc1OC (stereo unspecified)
  -4	1	2	-2	1.8	6	0.4	3	-0.7	0
Cc1ccc2[nH]c(C)cc(=S)c2c1
  -7	-3	-4	-1	0.9	3	3.4	-1	0.5	-7
O=c1[nH]c(=S)[nH]c2c1C(c1ccc(F)cc1)OC(CCC(F)(F)F)C2 (stereo unspecified)
  0	6	-1	2	1.1	.	-0.8	6	0.6	-2
Cc1cccc(C2=N/C(=C/c3cccs3)C(=O)O2)c1
  -13	0	-12	4	0.5	-7	0.4	11	-0.5	4
COc1ccc(NC(=S)Nc2ccc(S(=O)(=O)N3CCCCC3)cc2)cc1
  -6	4	-2	31	-1.1	.	-0.8	5	0.0	5
CC(SC(C)C(=O)NN=Cc1c[nH]c2ccccc12)C(=O)NN=Cc1c[nH]c2ccccc12 (stereo unspecified)
  -12	-4	-2	0	5.0*	-5	0.4	-3	0.3	-10
Cc1csc(SC(C)C(=O)Nc2ccc(F)cc2Cl)n1 (stereo unspecified)
  7	1	-3	1	-0.4	-21	0.4	1	0.1	4
Cc1ccc(S(=O)(=O)N(C)CC(=O)N2CC(C)OC(C)C2)cc1 (stereo unspecified)
  12	5	-4	-2	1.7	-7	-0.9	1	-0.1	3
COc1ccc(C(C(=O)NC2CCCCC2)N(C(=O)CCl)c2ccccc2Cl)cc1 (stereo unspecified)
  12	1	-10	0	1.3	0	2.2	13	-0.2	2
Cc1cc(C(=O)NC2CC(C)(C)Cc3c2cnn3-c2ccc(F)cc2)nn1C (stereo unspecified)
  -5	2	-11	-7	0.4	3	-1.7	3	-1.3	-11
CCS(=O)(=O)c1c(S(=O)(=O)CC)c2ccccn2c1C(N)=O
  14	-1	-5	2	-0.1	-8	0.6	-1	-0.1	-1
CN1CCN(NC(=O)CC(C)(C)C)CC1
  -1	0	-2	0	-2.1	-10	-1.3	2	-0.3	3
Cc1ccc(NC(=O)CSc2nnc(C3CC3)n2CC2CCCO2)cc1C (stereo unspecified)
  18	3	-2	0	1.4	-1	0.6	1	0.0	4
CCOC(=O)C1=C(N)OC2=C(C(=O)CCC2)C1c1ccc(C)s1 (stereo unspecified)
  -12	-5	1	2	-0.6	-4	0.5	-6	-0.3	-12
CNS(=O)(=O)c1ccc(CNC[C@H]2O[C@@H](n3cc(C)c(=O)[nH]c3=O)C[C@@H]2O)cc1
  -2	0	0	0	-0.2	.	-2.3	0	0.8	-6
CCN1C(=O)C2(C(C#N)=C(N)Oc3n[nH]c(-c4ccc(Cl)cc4)c32)c2ccccc21 (stereo unspecified)
  -13	-1	0	-4	0.6	-8	0.4	-9	0.1	-7
O=C(NCc1ccccc1)C(c1cccc2ccccc12)n1c(=O)c(-c2ccco2)nc2ccccc21 (stereo unspecified)
  -59	-5	.	.	0.0	.	4.4	.	0.1	.
NS(=O)(=O)c1ccc(NC(=O)CN2CCc3ccccc32)cc1
  -3	3	0	0	-0.4	0	0.0	-26	0.1	-3
CC(C)S(=O)(=O)c1csc(C(=O)NN)c1-n1cccc1
  5	3	-3	2	0.5	-9	-0.6	2	0.5	0
NS(=O)(=O)c1cccc(NC(=O)C(Cc2ccccc2)NC(=O)c2ccccc2)c1 (stereo unspecified)
  13	3	-4	0	-1.0	4	1.1	2	-0.2	2
CC[N+](C)(C)CC/C=C1/c2ccccc2Sc2ccc(Cl)cc21
  -13	-1	1	0	-0.7	5	-1.4	2	-0.4	2
COc1ccccc1NC(=O)N1CCCC1C(=O)NC12CC3CC(CC(C3)C1)C2 (stereo unspecified)
  10	0	3	4	-0.7	-11	-1.9	1	0.5	-4
c1ccc(-c2nc(NCc3ccco3)c3ccccc3n2)cc1
  7	7	-2	-5	-0.3	0	38	-16	-0.1	-1
CCOc1cc(C(=S)N2CCOCC2)ccc1OS(=O)(=O)c1ccc(Br)cc1
  -1	-1	-1	0	2.5	-12	0.4	-7	-0.1	1
O=C1c2ccccc2C(=O)N1CSc1ncccn1
  0	-8	-5	-3	0.2	0	-2.8	3	-0.7	-4
O=C(CN1C(=O)c2ccccc2S1(=O)=O)NCc1ccc2c(c1)OCO2
  -3	2	-1	2	1.0	-3	-1.8	-2	0.3	-1
CCOc1cc(/C=N/NC(=O)C2CC2)ccc1OC(C)C
  2	-4	-4	-4	1.3	-7	-1.4	-1	-0.4	-1
O=C(O)c1ccc(-n2ncc(Cl)c(Cl)c2=O)cc1
  -19	3	-4	10	.	.	3.9	41	-0.2	2
N#Cc1cnc(SCC(=O)N2CCCCC2)nc1N
  18	-1	0	-4	0.9	-7	-3.1	0	-0.7	-4
Cc1cccc(NC(=O)C2CCCCN2S(=O)(=O)c2ccccc2)c1C (stereo unspecified)
  -9	0	-1	1	-0.2	0	0.0	-5	0.1	-5
CC(C)NS(=O)(=O)c1ccc(NCCCn2ccnc2)c([N+](=O)[O-])c1
  -3	-33	-3	-2	0.2	-3	-2.4	1	-0.5	6
O=C(CCSc1ccccc1)OCn1nnc2ccccc2c1=O
  11	-5	-1	1	0.2	-10	1.0	0	-0.1	-5
CC(C)(C)OC(=O)N1CCC(C(=O)Nc2ccc(C(=O)NC3CC3)cc2)CC1
  -12	0	-4	0	-0.6	0	-1.6	6	-0.4	1
CCc1ccc(C(=O)NNC(=O)CN2C(=O)NC(CC)(c3ccccc3)C2=O)cc1 (stereo unspecified)
  1	4	-3	0	1.2	1	-0.7	1	-0.5	-12

# The results go on.
# Results follow in this order: CendR NRP1 mod	SUMO1 PPI mod	bovine MsrA act	STEP block	MsrA inhibitor	Scp1 inh	LMPTP inh	DNMT1 inh	Tb MetRS inh	E coli Lon inh
COc1cc(NC(=O)c2cccnc2)c(OC)cc1NC(=O)c1ccc(Br)cc1
  4	23	-2	4	.	-1	-1.1	0	0.6	-3
CCOC(=O)c1ccc2[nH]c(C)c(C)c2c1
  46*	0	0	-2	-1.2	0	0.6	-1	-0.3	-7
CCOc1ccc(CCNC(=O)c2ccc(=O)[nH]c2)cc1OCC
  -3	2	-2	3	-0.1	-1	-1.5	2	-0.5	4
Cc1nn2c(-c3cccc(NC(=O)c4ccco4)c3)nnc2c2ccccc12
  -11	8	-4	3	-0.1	24	2.4	2	-1.6	-1
CN1CCN(S(=O)(=O)c2ccc(CNC(=O)c3ccccc3)s2)CC1
  5	0	-4	-2	0.1	1	-1.6	2	-1.1	0
CC(NC(=O)C1CCC(C)(C(=O)O)C1(C)C)c1ccccc1 (stereo unspecified)
  4	0	-1	-1	-0.3	-5	-0.6	-2	0.5	0
CCOc1ccc(C(=O)NCC2(c3ccccc3)CCOCC2)cc1
  -7	2	-2	0	2.6	-1	-0.5	6	1.8	4
CCc1cccc(NC(=O)CSc2nnc(Cc3ccc(OC)cc3)c(=O)[nH]2)c1
  -4	10	-3	-1	1.0	-9	0.6	1	0.2	-10
CCCc1cc(=O)[nH]c(SCC(=O)c2c[nH]c3ccccc23)n1
  -34	1	-4	-1	-0.6	-5	0.3	-5	-0.5	-9
